From PubChem
PLK1 PBD inh – inhibitors of human PLK1 polo-box domain binding. P53350. Plk1 PBD binding of FITC phosphopeptide, fluorescence polarization. Potency, µM, without a hit: max response, negative = inhibition, hits mostly inhibitors. hit rate 2.8% among 360,000; note: potency is the fitted concentration of half-maximal effect; series mostly up to about 57 µM; % is set by controls: 0 for no effect and ±100 for the full control effect; nearly all actives have a fitted effect of over 65% in size
IL2 activator – activates IL-2 in a cell-based reporter assay. IL-2 activation reporter assay, cell-based qHTS; stimulated with anti-CD3/CD4/CD28 beads; in transgenic mouse T cells. activation, % (series mostly up to about 46 µM). hit rate 0.065% among 360,000; in the data active = activation above about 50%; inconclusive = mostly about 30% to 49%; note: 0% is about no effect
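Unstimulated transgenic mouse T cells preincubated 60 min with compound, then stimulated with anti-CD3/anti-CD4-coated beads plus anti-CD28 for 18 h at 37 degrees C. IL-2 response read as EGFP and DsRed fluorescence by plate cytometry.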
D3 ag – D3 dopamine receptor (human) agonism | AID 652048 | hit rate 0.58% among 410,000 | D3R DiscoveRx beta-arrestin cells, luminescence, 90 min | max activation, % | P35462; in the data active = max activation above about 30%; note: 0% is about no effect; mostly tested at two doses, the higher about 12 µM
Target sequence (P35462 whole entry, looked up): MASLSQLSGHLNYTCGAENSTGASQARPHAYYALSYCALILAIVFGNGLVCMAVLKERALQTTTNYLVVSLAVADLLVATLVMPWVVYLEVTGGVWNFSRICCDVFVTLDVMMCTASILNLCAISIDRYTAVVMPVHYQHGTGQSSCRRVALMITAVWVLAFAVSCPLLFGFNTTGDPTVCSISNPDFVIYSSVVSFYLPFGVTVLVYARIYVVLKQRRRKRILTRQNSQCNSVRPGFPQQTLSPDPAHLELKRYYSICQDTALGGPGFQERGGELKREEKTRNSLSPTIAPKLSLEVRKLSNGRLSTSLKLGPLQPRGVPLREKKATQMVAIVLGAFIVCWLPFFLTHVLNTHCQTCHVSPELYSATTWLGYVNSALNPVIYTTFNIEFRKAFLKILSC
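Agonist mode: compounds and dopamine controls were applied to plated cells for 90 min at 37 degrees C after an overnight attachment at 1500 cells/well. Luminescent read-out followed 30 - 60 minutes at room temperature with DiscoveRx detection reagent.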
GLP-1R inv ag – acts as inverse agonist at human GLP-1 receptor | HEK293 GLP-1R CRE-luciferase, luminescence, 24 h; GLP-1R form is constitutively active | Potency, µM (series often up to 38.3 µM), for inactives: top-dose activity change, negative = inhibition, actives largely listed as inhibitors | P43220 | hit rate 1.6% among 410,000 | AID 624417; note: potency is the fitted concentration of half-maximal effect; % is set by controls: 0 for no effect and ±100 for the full control effect; nearly all actives have a fitted effect of over 55% in size
Target sequence (P43220 whole entry, looked up): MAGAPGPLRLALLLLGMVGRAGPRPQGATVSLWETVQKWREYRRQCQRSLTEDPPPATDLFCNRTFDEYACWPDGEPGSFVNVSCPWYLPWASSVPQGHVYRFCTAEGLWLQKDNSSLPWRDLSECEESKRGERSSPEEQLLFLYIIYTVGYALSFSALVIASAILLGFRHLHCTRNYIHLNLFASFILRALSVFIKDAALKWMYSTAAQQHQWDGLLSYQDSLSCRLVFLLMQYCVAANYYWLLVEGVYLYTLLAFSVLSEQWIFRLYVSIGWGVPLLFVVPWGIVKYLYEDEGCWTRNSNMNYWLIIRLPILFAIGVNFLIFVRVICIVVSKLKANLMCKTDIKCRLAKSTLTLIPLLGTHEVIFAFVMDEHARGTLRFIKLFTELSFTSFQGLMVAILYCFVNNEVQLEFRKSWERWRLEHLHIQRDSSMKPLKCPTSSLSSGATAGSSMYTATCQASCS
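Inverse agonists were sought by their lowering of basal cAMP reporter luciferase output in HEK293 cells stably carrying constitutively active human GLP-1R, after 24 h compound treatment.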
GLP1R cytotox – cytotoxicity counter-screen for GLP-1 receptor inverse agonists; HEK293 cAMP-luciferase reporter cells, luminescence, 24 h; Potency, µM (doses to about 38.3 µM), for the others: at the top dose activity change, negative = inhibition, actives largely listed as inhibitors; hit rate 0.13% among 410,000; AID 624418;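 note: loss of luciferase light is scored as toxicity; potency is the fitted concentration of half-maximal effect; % is set by controls: 0 for no effect and ±100 for the full control effect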
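MLSMR compounds, 24 hr on cells at 37 deg C/5% CO2; luminescence after luciferase reagent (12 min RT). Inhibition counted as the undesired cytotoxic outcome.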
PI5P4K alpha inh – inhibitors of human PI5P4K alpha | P48426 | PI5P4Kalpha enzyme, ADP-Glo luminescence, 60 min; active compounds read low | max response, % | hit rate 1.2% among 330,000; active = max response of -50% or lower; inconclusive = between -30% and -50%; inactive = -30% or higher; note: value at the top dose of about 77 µM; % is set by controls: 0 for no effect and ±100 for the full control effect
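qHTS, 1536-well: enzyme/substrate mix, compound by pin tool, 5 microM ATP final; RT 60 min; ADP-Glo reagents 1 (45 min) then 2 (30 min); luminescence.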
D3 antag – D3 dopamine receptor (human) antagonism | hit rate 2.5% among 360,000 | D3R cells, DiscoveRx beta-arrestin luminescence, antagonist mode; active compounds read low | AID 652054 | P35462 | max response, negative = inhibition, %; in the data active = max response below about -50%; inconclusive = no clear call, values can overlap the other calls; note: % is set by controls: 0 for no effect and ±100 for the full control effect; mostly tested at two doses, the higher about 12 µM
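Cells expressing the human receptor were seeded at 1500 cells/well, incubated overnight at 37 degrees C in 5% CO2, then exposed to library compounds with dopamine controls for 90 minutes at 37 degrees C before luminescent detection.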
WRN helicase inh – blocks human WRN helicase | hit rate 0.46% among 360,000 | WRN helicase unwinding, fluorescent forked duplex, kinetic | AID 651768 | Potency, µM (doses to about 114 µM), for inactives: at the highest dose activity change, negative = inhibition, hits mostly inhibitors; note: potency is the fitted concentration of half-maximal effect; % is set by controls: 0 for no effect and ±100 for the full control effect; nearly all actives have a fitted effect of over 55% in size
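Fluorescence dequenching readout, ex 525 nm/em 598 nm, kinetic mode: forked duplex DNA (100 nM final) with adjacent fluorophore and quencher unwound by WRN (20 nM final) with 2 mM ATP. Compound preincubation 15 min, room temperature.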
GLP1R ag – activates the human GLP-1 receptor; HEK293 GLP-1R CRE-luciferase, luminescence, 4-6 h; cells express a hypersensitive GLP-1R form; Potency, µM (highest dose often 45.6 µM), without a hit: at the top dose activation, usual class: activators; hit rate 0.007% among 380,000; AID 624172; note: potency is the fitted concentration of half-maximal effect; % of control where 0% means no effect
* marks the source's active call; other numbers are inactive results; u = inconclusive; x = not tested or not shown; [ ] = dose if it differs, or a comment. Unless noted, calls come from the whole dose curve; as a rule, active = well fitted curve in the direction sought with a large enough effect; inconclusive = small, poorly fitted or top-dose-only effect, or another doubt; inactive = no such curve, though single readings can be large; an effect the other way counts as inactive or inconclusive.

Values run as follows: PLK1 PBD inh	IL2 activator	D3 ag	GLP-1R inv ag	GLP1R cytotox	PI5P4K alpha inh	D3 antag	WRN helicase inh	GLP1R ag
O=C(CNCc1ccccc1)NC1C2CC3CC(C2)CC1C3 (stereo not drawn)
  -6%	0.4	-9	u	-3%	3	u	-32%	9%
O=C1OCC2=C1C(c1ccc(F)cc1)c1cc3c(cc1N2)OCO3 (stereo not drawn)
  -7%	-5.6	-12	-29%	-45%	-6	-21	-30%	24%
COc1ccc(N2CC(C(=O)N[C@@H](C)C(=O)NCc3ccccc3OC)CC2=O)cc1 (stereo partly drawn)
  46%[activator]	1.3	-7	8%	-17%	-2	32	-4%	-4%
CSC1=NCCN1C(=O)C12CC3CC(CC(C3)C1)C2
  -7%	-3.0	-7	u	4%	-3	-12	2%	-4%
O=C1[C@H](O)[C@@H](O)C(=O)N1Cc1ccccc1
  -4%	0.0	8	18%	18%	-5	2	-4%	4%
CCOC(=O)N1CCN(C(=O)C(CC)c2ccccc2)CC1 (stereo not drawn)
  -9%	0.1	3	9%	-17%	0	3	7%	-4%
CCN(CC)CCNc1nc(C(F)(F)F)nc2c1nnn2Cc1ccccc1
  -3%	-0.9	-1	u	-21%	13	-3	-4%	-2%
O=C(COc1ccccc1O)Nc1ccc(Cl)cc1
  -1%	-2.7	-1	-24%	16%	-6	8	-7%	2%
O=C(c1ccc(N2CCCC2=O)cc1)N1CCN(c2cccc(C(F)(F)F)c2)CC1
  -7%	-5.9	-16	u	1%	-7	-4	-1%	5%
Cc1c(NC(=O)C2CCCO2)cccc1[N+](=O)[O-] (stereo not drawn)
  -21%	-2.8	-8	17%	-5%	1	-5	6%	-12%
COC(=O)c1ccc2c(=O)n(CCO)c(=S)[nH]c2c1
  -4%	-0.6	-3	1%	-13%	x	u	0%	-1%
COc1cccc(OC)c1C(=O)Nc1cc(C)on1
  -11%	-2.0	7	22%	4%	5	5	6%	0%
O=C(CNc1ccc(Oc2ccccc2)cc1)N1CCOCC1
  -1%	0.6	-4	u	-11%	1	12	-10%	-3%
CC(=O)C(C)n1cnc2scc(-c3ccc(C)cc3)c2c1=O (stereo not drawn)
  -9%	0.0	11	6%	-5%	2	18	5%	5%
Cc1occc1C(=O)Nc1sc2c(c1C(N)=O)CCCCC2
  u	2.6	0	-4%	25%	u	2	-22%	7%
COc1cccc(NC2c3ccccc3C(=O)N2Cc2ccco2)c1 (stereo not drawn)
  -11%	-3.8	0	-27%	-15%	-10	-24	-2%	10%
Cc1ccc(CNC(=O)C2CCCN2S(=O)(=O)c2ccc(Cl)cc2)cc1 (stereo not drawn)
  -2%	-0.1	11	u	-19%	-2	-5	2%	-3%
CC1COC(=O)C(NNc2ccc(Cl)c(Cl)c2)=N1 (stereo not drawn)
  -11%	0.6	1	2.2µM*	u	-1	-8	-1%	-1%
Nc1nc(N)c2ncn(C3C=CC(CO)C3)c2n1 (stereo not drawn)
  -12%	-0.5	6	21%	2%	-9	11	8%	4%
COc1cccc(-c2cc(C(=O)NCC3CCCO3)c3cc(Br)cc(C)c3n2)c1 (stereo not drawn)
  0%	-1.4	5	-6%	2%	21	51	2%	-1%
Cc1oc(CSCCSCc2cc(C(=O)O)c(C)o2)cc1C(=O)O
  -10%	0.2	-10	-1%	-34%	-14	15	4%	-2%
Cc1nc(/C=C/c2ccccc2)[nH]c(=O)c1-c1ccccc1
  -28%	1.1	-4	-6%	-1%	4	4	5%	0%
Cc1nn(-c2ccccc2)c(C)c1C(=O)OCC(=O)N(C)c1ccccc1
  -4%	2.3	3	-17%	-19%	-1	0	0%	13%
CCOC(=O)C(Cc1c[nH]c2ccc([N+](=O)[O-])cc12)(NC(C)=O)C(=O)OCC
  1%	-0.2	-3	1%	-2%	4	-1	8%	8%
CC(=O)[C@H]1CCC2C3CC=C4C[C@@H](O)CC[C@]4(C)C3CC[C@@]21C (stereo partly drawn)
  -4%	-0.3	20	-10%	-3%	3	45	1%	1%
NC(Cc1c[nH]c2ccccc12)C(=O)NCc1ccco1 (stereo not drawn)
  -2%	0.8	0	4%	-2%	-3	3	4%	9%
O=C(Cc1nc(-c2ccc(Br)s2)cs1)NCCN1CCOCC1
  -8%	-2.5	-1	-6%	-4%	-5	u	4%	-3%
CCc1nc(SCC(=O)c2ccc(C)c(C)c2)n[nH]1
  -22%	-0.3	3	15%	-2%	-26	3	-1%	-1%
CNC(=O)C1CCN(C(=O)c2ccc(-c3ccccc3)cc2)CC1
  -10%	0.0	-16	1%	-3%	10	28	7%	0%
N/C(Cc1nc2ccccc2s1)=N\O
  -7%	0.9	-7	-12%	-4%	4	8	0%	1%

Three entries already listed, ordered by molecular weight, largest number first.
Values run as follows: PLK1 PBD inh	IL2 activator	D3 ag	GLP-1R inv ag	GLP1R cytotox	PI5P4K alpha inh	D3 antag	WRN helicase inh	GLP1R ag
Cc1ccc(CNC(=O)C2CCCN2S(=O)(=O)c2ccc(Cl)cc2)cc1 (stereo not drawn)
  -2%	-0.1	11	u	-19%	-2	-5	2%	-3%
COc1cccc(NC2c3ccccc3C(=O)N2Cc2ccco2)c1 (stereo not drawn)
  -11%	-3.8	0	-27%	-15%	-10	-24	-2%	10%
CNC(=O)C1CCN(C(=O)c2ccc(-c3ccccc3)cc2)CC1
  -10%	0.0	-16	1%	-3%	10	28	7%	0%

Among those listed so far, these contain a thiophene ring, fused or not.
Values run as follows: PLK1 PBD inh	IL2 activator	D3 ag	GLP-1R inv ag	GLP1R cytotox	PI5P4K alpha inh	D3 antag	WRN helicase inh	GLP1R ag
CC(=O)C(C)n1cnc2scc(-c3ccc(C)cc3)c2c1=O (stereo not drawn)
  -9%	0.0	11	6%	-5%	2	18	5%	5%
Cc1occc1C(=O)Nc1sc2c(c1C(N)=O)CCCCC2
  u	2.6	0	-4%	25%	u	2	-22%	7%
O=C(Cc1nc(-c2ccc(Br)s2)cs1)NCCN1CCOCC1
  -8%	-2.5	-1	-6%	-4%	-5	u	4%	-3%

Remaining list, next part:
Values run as follows: PLK1 PBD inh	IL2 activator	D3 ag	GLP-1R inv ag	GLP1R cytotox	PI5P4K alpha inh	D3 antag	WRN helicase inh	GLP1R ag
CC1CCCN(C2=NC(=O)/C(=C/c3cn(-c4ccccc4)nc3-c3cccc(S(=O)(=O)N(C)C)c3)S2)C1 (stereo not drawn)
  -5%	0.0	-11	0%	-2%	1	-10	-7%	14%
CC(=O)Cc1nsc(NC(=O)c2cc(-c3ccccc3Cl)oc2C)n1
  -18%	-1.3	-3	u	-12%	-8	-6	4%	-3%
COc1ccc(Br)cc1CN(C)C(C)C(=O)Nc1cc([N+](=O)[O-])ccc1OC (stereo not drawn)
  -2%	-3.8	-17	6%	9%	4	-3	-8%	9%
Cc1ccccc1C(=O)Nc1ccc(S(=O)(=O)N2CCCC2)cc1
  0%	0.4	-6	8%	8%	17	-8	13%	1%
Cc1ccc(S(=O)(=O)N2CCC(=O)N(C(CO)Cc3ccccc3)CC2)cc1 (stereo not drawn)
  -22%	-0.4	-2	-6%	4%	3	2	7%	-1%
COc1ccc(C(=O)Nc2c(F)c(F)c(F)c(F)c2F)cc1OC
  -6%	-0.4	0	18%	2%	1	16	3%	22%
Cc1cccc(NC(=O)CCc2c(C)nc3c(c(C)nn3C(C)(C)C)c2C)c1C
  x	x	4	1%	-1%	x	x	x	-3%
COc1ccc(-n2nc(C(=O)N3CCN(Cc4ccc5c(c4)OCO5)CC3)c3ccccc3c2=O)cc1
  0%	0.7	5	8%	2%	1	0	-21%	3%
Brc1ccc2ncnc(Nc3cccc4ccccc34)c2c1
  -2%	-1.6	5	0%	-29%	x	21	-7%	-5%
c1nc(N2CCC3(CC2)OCCO3)c2c3c(sc2n1)CCCC3
  0%	-0.5	-4	u	8%	-5	-2	-9%	3%

Record cards (already shown). Order of values: PLK1 PBD inh	IL2 activator	D3 ag	GLP-1R inv ag	GLP1R cytotox	PI5P4K alpha inh	D3 antag	WRN helicase inh	GLP1R ag
COc1ccc(-n2nc(C(=O)N3CCN(Cc4ccc5c(c4)OCO5)CC3)c3ccccc3c2=O)cc1 across the screens: 0%	0.7	5	8%	2%	1	0	-21%	3%
Brc1ccc2ncnc(Nc3cccc4ccccc34)c2c1 across the screens: -2%	-1.6	5	0%	-29%	x	21	-7%	-5%
CC(=O)Cc1nsc(NC(=O)c2cc(-c3ccccc3Cl)oc2C)n1 across the screens: -18%	-1.3	-3	u	-12%	-8	-6	4%	-3%
